GPR55 LPI antagonism: inhibition of LPI-stimulated GPR55 beta-arrestin translocation – imaging, U2OS, beta-arrestin-GFP, LPI agonist, primary screen (AID 2013); inhibition, % at 10 µM; hits with a dose series show IC50 in µM; 290,000 compounds, 0.13% hits; U2OS GPR55 beta-arrestin-GFP translocation imaging, LPI antagonism; higher % means a stronger effect;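 active = spots per cell inhibited over 60%, with over 100 cells counted and total cytoplasm intensity under 500,000; inconclusive = wells with under 100 cells, flagged as likely toxic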;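 note: U2OS cells stably carrying GPR55 and arrestin-GFP stimulated by 5 µM LPI near EC80; imaged beta-arrestin-GFP aggregate spots per cell after agonist stimulation; plate controls were LPI-stimulated DMSO wells for no effect and DMSO wells without LPI for full effect; some results filed as inactive read as strong as hits; confirmed hits need IC50 under 10 µM and bright autofluorescent wells are also inconclusive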
Salmonella PhoP GFP: inhibitors of PhoP regulon expression, primary screen, Salmonella Typhimurium, GFP reporter (AID 1863). S. Typhimurium PhoP-regulated promoter GFP reporter, 4 h; higher % means a stronger effect. one-dose inhibition, % at 50 µM; IC50 in µM for titrated hits. 300,000 compounds, 0.16% hits;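 active = inhibition over 29.93%, a cutoff 3 SD above the screen mean, later confirmed by dose response; inconclusive = inhibition over 29.93% but no dose response follow-up; inactive = inhibition at most 29.93% or unconfirmed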;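 note: 0% = low Mg2+ inducing control and 100% = high Mg2+ repressing control; strong numbers were not always called active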
KOR beta-arrestin-1: KOR agonists, beta-arrestin recruitment, primary screen, cell-based, luminescence, uHTS (AID 1777); KOR beta-arrestin recruitment, luminescence; higher % means a stronger effect; activation, % at 10 µM, or EC50 in µM where a hit was titrated; 280,000 compounds, 0.02% hits; in the data active = activation above about 50%, passing the limit was not always enough; note: a part of the inactive calls stands beside numbers as strong as those of hits
GPR55 beta-arrestin: GPR55 agonists via beta-arrestin recruitment, primary screen, imaging, U2OS cells, beta-arrestin-GFP redistribution (AID 1961); U2OS GPR55 beta-arrestin-GFP redistribution imaging; higher % means a stronger effect; one-dose activation, % at 10 µM; EC50 in µM for titrated hits; 290,000 compounds, 0.048% hits;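 active = activation above 40% with more than 50 cells counted in the well; inconclusive = wells holding fewer than 50 cells, flagged as toxic or sparse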;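 note: U2OS osteosarcoma cells stably expressing GPR55 and beta-arrestin-GFP; plate controls were DMSO negative control for no effect and LPI positive control for full effect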
GPR35 arrestin U2OS: GPR35 antagonists blocking zaprinast-driven arrestin recruitment, primary screen, imaging, U2OS, beta-arrestin-GFP, zaprinast agonist (AID 2058); U2OS GPR35 beta-arrestin-GFP translocation imaging, zaprinast antagonism; higher % means a stronger effect; inhibition, % at 10 µM; hits with a dose series show IC50 in µM; 290,000 compounds, 0.052% hits;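 active = inhibition of at least 50% with at least 30 cells and total cytoplasm GFP at most 10,000,000; inconclusive = under 30 cells or total GFP of 10,000,000 plus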
T cell HTS: T cell immune modulators affecting CD8 T cell-vesicle binding; calls only at 7 µM; 2C CD8+ T cell-vesicle binding, flow cytometry; hits give low values; 330,000 compounds, 0.068% hits;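 active = response, share of CD8 T cells binding vesicles, and their 90th percentile fluorescence all below set limits, cut at about 80% in these data, passing the limit was not always enough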
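Test system: purified 2C TCR transgenic mouse naive CD8+ T cells. Probe or stimulus: QL9-peptide-loaded Drosophila micro-vesicles bearing Ld, ICAM-1 and B7-1. Incubation: binding step 1.5 h, 37 °C, antibody labelling 20 min, ice. Measured by: flow cytometry of vesicle-bound cells.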
NTR1 agonist: NTR1-driven beta-arrestin-GFP spot formation – imaging, U2OS cells, high content, primary screen (AID 493036) | agonist mode | P30989 | activation, % at 20 µM | 330,000 compounds, 0.17% hits;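 active = activation at or above 40% of the spot to cytoplasm intensity ratio, with at least 20 cells analyzed; inconclusive = wells under 20 cells, flagged as cytotoxic or low count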;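 note: 0% = DMSO without peptide and 100% = 100 nM NTR1 peptide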
Target sequence (P30989 whole entry, looked up): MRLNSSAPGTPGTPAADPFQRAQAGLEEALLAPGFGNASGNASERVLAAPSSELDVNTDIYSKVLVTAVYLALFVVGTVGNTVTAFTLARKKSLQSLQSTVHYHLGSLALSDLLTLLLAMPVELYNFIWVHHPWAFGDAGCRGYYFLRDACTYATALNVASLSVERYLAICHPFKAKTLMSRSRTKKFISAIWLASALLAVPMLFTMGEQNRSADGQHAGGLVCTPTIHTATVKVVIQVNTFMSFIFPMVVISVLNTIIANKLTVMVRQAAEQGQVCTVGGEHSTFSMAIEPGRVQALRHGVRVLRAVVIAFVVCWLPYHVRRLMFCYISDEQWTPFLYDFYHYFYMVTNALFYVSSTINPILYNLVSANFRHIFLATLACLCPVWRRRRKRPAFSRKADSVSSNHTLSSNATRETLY
West Nile antiviral: West Nile virus antiviral activity, cell-based, CPE readout (AID 1621); 290,000 compounds, 0.02% hits; CPE inhibition, % at 10 µM; hits with a dose series show IC50 in µM; West Nile virus-infected cells, CPE inhibition; higher % means a stronger effect; in the data active = a potency from the dose series; inconclusive = CPE inhibition mostly from about 3.7% at the one dose, without a potency; inactive = the rest, 99 in 100 with CPE inhibition below about 2.2%; note: strong numbers were not always called active
KOR beta-arrestin-2: kappa opioid receptor blockers – cell-based, luminescence, uHTS (AID 1778) | KOR beta-arrestin recruitment, luminescence, antagonist mode; higher % means a stronger effect | inhibition, % at 10 µM; hits with a dose series show IC50 in µM | 290,000 compounds, 0.091% hits; in the data active = inhibition above about 50%; note: strong numbers were not always called active
T cell HTS vesicle-bound %: further read-out of T cell HTS, marked with its call; double positive events, %; measured here: CD8+ vesicle-bound cell fraction;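 binding gate set so that unloaded-vesicle control wells show 10% double positive cells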
NTR1 agonist cell count 20 µM: recorded beside NTR1 agonist, whose call it bears; cell count; measured here: cell count, cytotoxicity flag
Active calls of the source: *; i = inactive; ? = inconclusive; · = no result given; [ ] = remark or other dose.

SMILES	GPR55 LPI antagonism	Salmonella PhoP GFP	KOR beta-arrestin-1	GPR55 beta-arrestin	GPR35 arrestin U2OS	T cell HTS	T cell HTS vesicle-bound %	NTR1 agonist	NTR1 agonist cell count 20 µM	West Nile antiviral	KOR beta-arrestin-2
Cc1cc2oc(=O)cc(CN(C)Cc3ccccc3Cl)c2cc1C	8%	6%	-1.5%	-0.1%	0%	i	34	8.4	48	-0.2%	17%
C=C(C)CNC(=S)NNC(=O)CCn1c2cc(Cl)ccc2c2ccc(Cl)cc21	5%	3%	2.9%	-0.4%	12%	i	45	6.3	35	-1.1%	35%
O=C(COc1c(Cl)cccc1Cl)NN1C(=O)CSC1=S	4%	1%	1.7%	0.6%	-4%	i	60	0.3	82	-0.1%	-62%
Cc1ccc(CC2CC(=O)N(c3ccncc3)C2=O)cc1 (stereo unspecified)	7%	9%	0.2%	-1.0%	-5%	i	4	1.2	63	0.4%	-15%
CCSc1ccccc1-c1nc(-c2ccncc2)no1	5%	7%	-3.8%	0.4%	4%	i	41	1.4	67	0.2%	7%
COc1ccccc1N(CC(=O)N1CCOCC1)S(C)(=O)=O	8%	-2%	2.2%	-0.1%	8%	i	50	3.9	49	0.2%	-19%
CC(C)CCOc1ccc(C(CC(N)=O)C(=O)O)cc1 (stereo unspecified)	7%	0%	-0.3%	-0.1%	-6%	i	24	0.8	47	0.4%	6%
COC(=O)CN1C(=S)N(c2ccc(Cl)cc2)C(=O)C1CC(=O)Nc1ccc(F)cc1 (stereo unspecified)	5%	7%	-3.8%	0.6%	4%	i	14	1.5	79	0.1%	-13%
CCCCCCCCCn1ccc(=N)cc1	-8%	·	6.0%	-0.3%	9%	i	8	6.2	47	1.0%	10%
Cc1cccc(NC(=O)CSc2nnc(NC(=O)c3ccc(S(=O)(=O)N4CCOCC4)cc3)s2)c1C	-2%	-7%	2.5%	-0.3%	·	i	50	0.6	67	0.3%	-43%
O=C(Nc1ccccc1)c1ccccc1OCc1ccc(F)cc1	-4%	0%	3.1%	-0.1%	-8%	i	24	4.4	63	-1.6%	-8%[20 µM]
O=C(COc1ccc(Br)cc1)NCCO	13%	0%	-0.5%	0.1%	-1%	i	17	0.3	45	0.0%	6%
COc1ccc(OC)c(S(=O)(=O)CC(O)COc2ccccc2Cl)c1 (stereo unspecified)	-1%	-8%	4.3%	-0.1%	-7%	i	8	2.7	60	-0.2%	-18%
Cc1ccc(CSc2nnc(NC(=O)Cn3cnc4ccccc4c3=O)s2)cc1	-11%	-11%	2.3%	0.4%	-7%	i	4	2.6	37	-1.3%	-24%
CC(C)(C)S(=O)(=O)c1cnc(-c2ccc(Cl)cc2)nc1N	4%	-1%	3.0%	0.6%	1%	i	26	1.3	52	0.3%	22%
Fc1cnc(N/N=C/c2ccc(-c3ccc(Br)cc3)o2)nc1N1CCOCC1	0%	-5%	1.4%	-0.1%	6%	i	38	41*	56*	?	-16%
C=C(C)Cn1c(SCC#N)nc2ccccc2c1=O	1%	25%	7.7%	-0.2%	6%	i	21	0.8	49	0.2%	21%
FC(F)(F)Oc1ccc(NC(=S)NCc2ccccc2)cc1	2%	4%	0.3%	-0.2%	6%	i	37	-1.0	82	-1.4%	-2%
COc1ccccc1NC(=O)N1CCN(S(C)(=O)=O)CC1	6%	-7%	-5.0%	0.2%	15%	i	36	1.8	53	0.4%	-10%[20 µM]
Cc1ccc(N2N=C(c3ccc(F)cc3)CC2c2ccco2)cc1 (stereo unspecified)	9%	3%	-5.5%	-0.1%	-4%	i	14	-1.4	29	-0.1%	13%[20 µM]
O=C(/C=C/c1cn(-c2ccccc2)nc1-c1cccs1)NCCN1CCOCC1	0%	-1%	2.0%	1.3%	-3%	i	58	-0.5	64	-0.3%	1%
Cc1nnc(SCC(=O)Nc2ccc(Cl)cn2)s1	6%	-13%	-6.7%	-0.3%	-26%	i	31	2.5	72	0.4%	-5%
COc1ccccc1C(=O)NNC(=O)c1ccccc1	-4%	-4%	-4.2%	-0.1%	-1%	i	10	-0.5	60	-0.7%	14%[20 µM]
Cc1ccc(S(=O)(=O)N(CC(=O)N/N=C/c2ccc(F)cc2)c2cccc3cccnc23)cc1	-2%	6%	4.1%	-0.1%	0%	i	11	5.1	41	-0.6%	-13%
CCOC(CNC(=O)c1nnc(Cc2cc(OC)c(OC)c(OC)c2)o1)OCC	0%	3%	-4.8%	-0.3%	10%	i	50	-0.1	52	-0.6%	12%
CC(C)(CN1CCN(Cc2ccccc2)CC1)NS(=O)(=O)c1ccc(Cl)cc1	-2%	4%	·	0.7%	1%	i	49	1.7	61	-1.5%	15%
CC(NC(=O)NCc1cccnc1)(C(F)(F)F)C(F)(F)F	0%	-8%	4.4%	-0.2%	8%	i	13	0.8	34	0.1%	8%
CC(C)(C)NC(=O)CN(C(=O)CNC(=O)c1cccs1)c1ccccc1F	0%	-1%	-3.2%	-0.1%	1%	i	29	1.0	49	-0.9%	-16%
O=C(CCSCc1ccccc1Cl)N1CCN(c2ccccn2)CC1	7%	-5%	-1.5%	-0.2%	-11%	i	31	1.4	60	-1.0%	-12%
Cc1c(-n2c(SCC(=O)O)nnc2-c2ccccc2Br)c(=O)n(-c2ccccc2)n1C	1%	·	2.5%	0.0%	1%	i	20	1.8	51	-0.1%	15%

In the list so far, four contain two or more sulfur atoms.
SMILES	GPR55 LPI antagonism	Salmonella PhoP GFP	KOR beta-arrestin-1	GPR55 beta-arrestin	GPR35 arrestin U2OS	T cell HTS	T cell HTS vesicle-bound %	NTR1 agonist	NTR1 agonist cell count 20 µM	West Nile antiviral	KOR beta-arrestin-2
O=C(COc1c(Cl)cccc1Cl)NN1C(=O)CSC1=S	4%	1%	1.7%	0.6%	-4%	i	60	0.3	82	-0.1%	-62%
Cc1cccc(NC(=O)CSc2nnc(NC(=O)c3ccc(S(=O)(=O)N4CCOCC4)cc3)s2)c1C	-2%	-7%	2.5%	-0.3%	·	i	50	0.6	67	0.3%	-43%
Cc1ccc(CSc2nnc(NC(=O)Cn3cnc4ccccc4c3=O)s2)cc1	-11%	-11%	2.3%	0.4%	-7%	i	4	2.6	37	-1.3%	-24%
Cc1nnc(SCC(=O)Nc2ccc(Cl)cn2)s1	6%	-13%	-6.7%	-0.3%	-26%	i	31	2.5	72	0.4%	-5%

Reprinted at random: two records from the list
SMILES	GPR55 LPI antagonism	Salmonella PhoP GFP	KOR beta-arrestin-1	GPR55 beta-arrestin	GPR35 arrestin U2OS	T cell HTS	T cell HTS vesicle-bound %	NTR1 agonist	NTR1 agonist cell count 20 µM	West Nile antiviral	KOR beta-arrestin-2
C=C(C)Cn1c(SCC#N)nc2ccccc2c1=O	1%	25%	7.7%	-0.2%	6%	i	21	0.8	49	0.2%	21%
O=C(CCSCc1ccccc1Cl)N1CCN(c2ccccn2)CC1	7%	-5%	-1.5%	-0.2%	-11%	i	31	1.4	60	-1.0%	-12%

The list continues:
SMILES	GPR55 LPI antagonism	Salmonella PhoP GFP	KOR beta-arrestin-1	GPR55 beta-arrestin	GPR35 arrestin U2OS	T cell HTS	T cell HTS vesicle-bound %	NTR1 agonist	NTR1 agonist cell count 20 µM	West Nile antiviral	KOR beta-arrestin-2
COc1ccc(CCNC(=O)CCS(=O)(=O)c2ccc(C)cc2)cc1OC	-8%	-5%	-5.4%	0.0%	1%	i	2	0.2	71	0.2%	4%
CN(C)CCNCCCOc1ccccc1-c1ccccc1	2%	9%	-2.6%	0.5%	10%	i	20	0.2	58	0.3%	-28%[20 µM]
COC(=O)[C@@]1(Cc2ccc(OC)cc2)[C@H]2c3cc(C(=O)N4CCCC4)n(CCSCCO)c3C[C@H]2CN1C(=O)c1ccccc1	-3%	1%	-1.9%	-0.1%	-13%	i	29	0.1	64	-0.6%	18%
COc1ccc(NC2=C(Cl)C(=O)N(CCc3ccccc3)C2=O)cc1	-5%	-14%	49%	0.2%	20%	i	46	0.6	72	-1.0%	37%
COc1ccc(NC(C)=O)cc1C	-8%	-6%	2.7%	0.6%	7%	i	44	0.0	91	1.4%	-30%
Cn1c(=O)n(C)c2cc(S(=O)(=O)NCCO)ccc21	11%	3%	-1.6%	-0.2%	-12%	·	·	-1.6	38	-0.3%	17%
COc1ccc2cc(CN(CC3CCCO3)C(=S)Nc3ccccc3)c(=O)[nH]c2c1 (stereo unspecified)	-4%	-5%	5.4%	0.2%	-5%	i	8	0.0	45	-0.3%	-38%
CCCn1c(SCC(=O)Nc2ccc3c(c2)OCCO3)nnc1-c1ccco1	1%	-5%	-4.2%	-0.3%	3%	i	53	2.0	53	0.1%	-2%
CCOC(=O)C1(Cc2ccccc2C)CCCN(Cc2ccc(NC(C)=O)cc2)C1 (stereo unspecified)	-14%	1%	-8.5%	0.8%	-3%	i	27	0.2	41	-0.4%	-16%
COc1ccc(OCc2nnc(SCC(=O)N3CCCCC3)o2)cc1	-13%	3%	-1.0%	0.3%	-11%	i	40	0.0	53	-0.6%	-8%
COc1ccc(N2CCN(C(=O)CCC(=O)N3CC(C)Oc4ccc(C)cc43)CC2)cc1 (stereo unspecified)	4%	·	-5.5%	0.6%	7%	i	21	0.4	77	-1.5%	1%[20 µM]
NC(=O)c1ccc(CSc2nc3ccccc3s2)cc1	9%	-1%	0.6%	0.0%	-13%	i	16	0.7	48	1.3%	5%

High-throughput results deposited in PubChem BioAssay by several laboratories.
